NPSR antagonist = neuropeptide S receptor (human) antagonism, cAMP | Q6W5P4 | CHO-NPSR cells, cAMP TR-FRET, antagonist mode | Potency, µM (titrated, usually from 38.3 µM), for inactives: at the highest dose activity change, negative = inhibition, hits mostly inhibitors | actives 1% (n = 220,000) | AID 1461; also: potency is read from the fitted curve at half-maximal effect; % is scaled to controls: 0 for no effect and ±100 for the full control effect; nearly all actives have a fitted effect of over 50% in size; many of its hits are not listed in these tables
Tau fibril FP = tau fibrillization inhibition (FP) | K18 P301L tau heparin fibrillization, Alexa594 FP, 6 h | Potency, µM (titrated, usually from 57.7 µM), inactives show top-dose activity, negative = inhibition, most hits filed as inhibitors | actives 0.39% (n = 280,000) | AID 1468; also: potency is read from the fitted curve at half-maximal effect; % is scaled to controls: 0 for no effect and ±100 for the full control effect; nearly all actives have a fitted effect of over 55% in size
Target sequence (P10636 561-689 P618L limits assumed): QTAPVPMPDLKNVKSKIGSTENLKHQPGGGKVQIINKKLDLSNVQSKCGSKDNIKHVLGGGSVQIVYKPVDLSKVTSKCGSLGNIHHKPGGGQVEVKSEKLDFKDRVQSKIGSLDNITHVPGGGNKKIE
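Steps: dispense K18 P301L tau (15 uM plus 0.24 uM Alexa 594 tracer, final) in pH 7 sodium acetate; add compound; add heparin (20 uM final); incubate 6 hr, 37 C; add ThT (30 uM final); after 1 hr ambient, read FP.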
TR SRC2 fluor cs = alters Texas Red total fluorescence, flagging assay interference | TRb/SRC2 Texas Red total fluorescence interference | Potency, µM (doses to about 106 µM), for the others: at the highest dose fluorescence change, negative = quenching | actives 0.29% (n = 280,000) | AID 1479; active = well fitted curve in either direction with a large enough effect; inconclusive = small, poorly fitted or top-dose-only effect; also: potency is read from the fitted curve at half-maximal effect; % is scaled to controls: 0 for no effect and ±100 for the full control effect
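Human TRβ ligand-binding domain (0.6 uM) and Texas Red SRC2 peptide (20 nM) in Tris buffer with 1 uM T3 and 5% DMSO were incubated with pinned compound for 5 hr at ambient temperature. Total fluorescence was computed as S + 2P (555/632 nm).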
Tau fluor counter = counter-screen for tau fibril formation inhibitors. Potency, µM (series often up to 57.7 µM), for inactives: at the top dose activity change, negative = decrease. actives 0.93% (n = 280,000). tau K18 P301L Alexa594 fluorescence, heparin fibrillization; also: potency is read from the fitted curve at half-maximal effect; % is scaled to controls: 0 for no effect and ±100 for the full control effect; nearly all actives have a fitted effect of over 55% in size
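Human tau K18 P301L (15 uM unlabeled, 0.24 uM Alexa 594-labeled) in 100 mM sodium acetate pH 7 with 20 uM heparin, 6 hr at 37 C. ThT 30 uM added, 1 hr ambient; Alexa 594 FP and total fluorescence read at 555/632 nm.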
Epigenetic derep = regulators of epigenetic silencing causing reporter derepression in mouse cells. murine LDR cells, GFP reporter derepression, 30 h. Potency, µM (titrated, usually from 53.9 µM), without a hit: top-dose GFP activation, most hits filed as activators. actives 0.2% (n = 280,000); also: potency is read from the fitted curve at half-maximal effect; % of control where 0% means no effect; nearly all actives have a fitted effect of over 60% in size
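Reporter derepression read as number of fluorescent GFP-positive objects, 20-120 um in size, counted by laser-scanning cytometer. Mouse LDR line with an epigenetically silenced CMV-GFP locus; compound incubation 30 h, 37 C.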
TRb SRC2 PPI = disrupts binding of human TR beta to SRC2. P10828. TRbeta-SRC2 peptide binding, fluorescence polarization; receptor liganded with 1 µM T3. Potency, µM (titrated, usually from 106 µM), for inactives: top-dose activity change, negative = inhibition, actives largely listed as inhibitors. actives 0.065% (n = 280,000);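 also: potency is read from the fitted curve at half-maximal effect; plate controls were bound peptide for no effect and peptide without receptor for full effect; nearly all actives have a fitted effect of over 50% in size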
Target sequence (P10828 whole entry, looked up): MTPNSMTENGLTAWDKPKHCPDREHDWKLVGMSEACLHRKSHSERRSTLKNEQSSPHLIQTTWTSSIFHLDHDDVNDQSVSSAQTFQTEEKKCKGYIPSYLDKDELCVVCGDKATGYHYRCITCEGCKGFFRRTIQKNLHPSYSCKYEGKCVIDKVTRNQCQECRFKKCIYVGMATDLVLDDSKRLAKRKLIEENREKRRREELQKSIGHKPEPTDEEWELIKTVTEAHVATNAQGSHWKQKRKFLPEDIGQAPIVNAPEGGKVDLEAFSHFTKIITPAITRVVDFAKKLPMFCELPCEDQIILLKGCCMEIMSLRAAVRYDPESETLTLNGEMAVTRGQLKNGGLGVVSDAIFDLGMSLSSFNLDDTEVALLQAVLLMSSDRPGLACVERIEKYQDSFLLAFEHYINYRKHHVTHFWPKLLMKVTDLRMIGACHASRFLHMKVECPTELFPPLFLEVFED
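Each compound concentration gave % activity, normalized to unbound and bound Texas Red SRC2 controls, from polarization read after 5 hr ambient incubation with T3-loaded human TRb LBD.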
CBFb-RUNX1 inh = blocks binding between human CBF-beta and RUNX1. Q01196+Q13951. AlphaScreen CBFb-His/RUNX1-biotin binding, biochemical. Potency, µM (doses to about 59.8 µM), for inactives: at the highest dose activity, negative = inhibition, actives largely listed as inhibitors. 230,000 tested, under 10 active; also: % of control where 0% means no effect
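Compounds were screened at multiple concentrations against a preformed CBF-beta(His)/RUNX1(biotin) complex (30 nM of each) for 15 min at room temperature, followed by 90 min with nickel and streptavidin beads and AlphaScreen reading.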
aGal spleen mod = inhibits or activates alpha-galactosidase in human spleen homogenate; P06280; human spleen homogenate, 4MU-alpha-Gal fluorescence, 40 min; Potency, µM (doses to about 80 µM), without a hit: top-dose activity change, negative = inhibition, usual class: inhibitors; actives 0.008% (n = 240,000);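 also: potency is read from the fitted curve at half-maximal effect; 0% = enzyme with vehicle and -100% = no enzyme basal signal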
Target sequence (P06280 32-429 limits assumed): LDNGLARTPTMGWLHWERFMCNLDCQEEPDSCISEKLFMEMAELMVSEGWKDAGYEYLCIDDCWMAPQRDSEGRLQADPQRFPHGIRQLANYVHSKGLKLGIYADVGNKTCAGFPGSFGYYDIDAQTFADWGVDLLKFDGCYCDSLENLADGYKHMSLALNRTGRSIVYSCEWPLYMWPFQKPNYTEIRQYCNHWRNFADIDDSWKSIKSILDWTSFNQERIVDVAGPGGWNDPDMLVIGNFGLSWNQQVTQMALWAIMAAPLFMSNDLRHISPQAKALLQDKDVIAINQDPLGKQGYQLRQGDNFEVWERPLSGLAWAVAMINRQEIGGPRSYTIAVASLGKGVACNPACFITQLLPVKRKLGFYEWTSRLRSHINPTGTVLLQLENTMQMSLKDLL
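Inhibition or activation of alpha-galactosidase in human spleen homogenate is scored by 4-MU fluorescence after 40 min at 37C, pH 5.0, with 1 mM substrate. AC50s come from concentration-response fitted to the Hill equation.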
Numbers without * were called inactive; ? = inconclusive; . = not tested or not shown; [ ] = remark or other dose. Unless noted, calls follow the shape of the dose curve; as a rule, active = well fitted curve in the direction sought with a large enough effect; inconclusive = small, poorly fitted or top-dose-only effect, or another doubt; inactive = no such curve, though single readings can be large; an effect the other way counts as inactive or inconclusive. Only part of the results is shown; rates above refer to the full screens.

Every second line gives: NPSR antagonist	Tau fibril FP	TR SRC2 fluor cs	Tau fluor counter	Epigenetic derep	TRb SRC2 PPI	CBFb-RUNX1 inh	aGal spleen mod
- CCCCNC(=O)CNC(=S)N(Cc1cc(OC)c(OC)c(OC)c1)C1CCCC1
→ 13%	3%	9%	-4%	0.0%	3%	-1%	1%
- Cc1cccc2cc(CN(CC3CCCO3)C(=O)c3ccco3)c3nnnn3c12 (stereo unspecified)
→ -13%	-3%	-1%	10%	1.6%	1%	5%	11%
- Cc1cc(C)c2[nH]c(=O)c(CN(Cc3cccs3)C(=S)NCC3CCCO3)cc2c1 (stereo unspecified)
→ -12%	7%	1%	-9%	-1.5%	0%	0%	9%
- CN(C(=O)c1cccc(C#N)c1)c1nnc(-c2ccccn2)s1
→ -4%[46.1 µM]	1%	2%	-2%	-1.5%	-5%	2%	10%
- CCOC(=S)SCC(=O)Nc1ncc(C)s1
→ 45%	1%	6%	5%	17%	-4%	0%	10%
- O=C(Cc1ccccc1Cl)NCCCn1ccnc1
→ 20%	6%	2%	1%	0.0%	-5%	-3%	5%
- Cc1ccc(CCNC(=O)C(NS(=O)(=O)c2ccc3c(c2)oc(=O)n3C)C(C)C)cc1 (stereo unspecified)
→ .	0%	-8%	2%	-1.1%	6%	.	.
- NC(=O)c1cc(NC(=O)c2cc(Br)c(Br)s2)cc(C(N)=O)c1
→ -2%	?	-2%	-23%	-1.4%	2%	14%	9%
- CCOC(=O)C1CCCN(C(=O)c2cccc(S(=O)(=O)N3CCOCC3)c2)C1 (stereo unspecified)
→ 0%	-1%	1%	-3%	0.9%	1%	-8%	2%
- COc1cc(C2Nc3ccccc3-c3nnc(SCc4ccc(C)cc4)nc3O2)cc(OC)c1O (stereo unspecified)
→ .	-10%	-1%	-14%	-2.9%	3%	.	.
- Cc1ccc(S(=O)(=O)NNc2ccccc2)cc1
→ -8%[46.1 µM]	5%	1%	5%	-0.1%	-14%	2%	3%
- O=S(=O)(c1ccccc1)C1CON(Cc2ccccc2)C1c1ccccc1 (stereo unspecified)
→ -30%	-3%	-3%	-18%	-1.4%	-7%	5%	4%
- COc1ccccc1NC(=O)CCC(=O)N/N=C(/C)c1ccc(C)cc1
→ 5%	2%	0%	7%	-1.9%	4%	6%	-3%
- C=C(C)CSc1nncn1/N=C/c1ccc(OC)cc1
→ -11%[46.1 µM]	5%	-6%	-2%	-1.1%	2%	-4%	-5%
- Cc1nc2sc(C(=O)NCc3ccc(Cl)cc3)c(NC(=O)c3ccccc3)c2c(C)c1C
→ .	-5%	?	-21%	3.2%	0%	.	.
- FC(F)(F)c1cc(C(F)(F)F)c2ccc(N/N=C/c3cccc(Cl)c3)nc2n1
→ 1%[46.1 µM]	0%	-5%	1%	0.0%	0%	-1%	-3%
- Cc1onc(-c2c(Cl)cccc2Cl)c1/C(N)=N/OC(=O)C1CC1
→ -9%	0%	-3%	-9%	-1.7%	8%	14%	-7%
- Cc1nc(N)sc1-c1csc(Nc2ncccn2)n1
→ -13%	3%	?	-29%	14%	7%	?	-6%
- CCCCn1nc2cc(C(=O)NCCCCc3ccccc3)ccc2c1OCC
→ -13%[46.1 µM]	5%	2%	-8%	-1.1%	-3%	5%	-14%
- CCOc1ccc(NC(=O)C2CCC(C)(C(=O)O)C2(C)C)cc1 (stereo unspecified)
→ ?	-3%	-2%	2%	2.9%	-5%	0%	2%

Just Tau fibril FP (three entries from above):
Molecule	Tau fibril FP
COc1cc(C2Nc3ccccc3-c3nnc(SCc4ccc(C)cc4)nc3O2)cc(OC)c1O (stereo unspecified)	-10%
CCCCn1nc2cc(C(=O)NCCCCc3ccccc3)ccc2c1OCC	5%
CCOc1ccc(NC(=O)C2CCC(C)(C(=O)O)C2(C)C)cc1 (stereo unspecified)	-3%

The list goes on.
Every second line gives: NPSR antagonist	Tau fibril FP	TR SRC2 fluor cs	Tau fluor counter	Epigenetic derep	TRb SRC2 PPI	CBFb-RUNX1 inh	aGal spleen mod
- Cc1c(C#N)c2ccccc2n1CC(=O)NCc1ccccc1
→ -24%	2%	-3%	-4%	-1.0%	-15%	3%	0%
- O=c1oc2cc(OCc3ccc(F)cc3F)ccc2cc1-c1ccccn1
→ 12%[46.1 µM]	-8%	-7%	-6%	1.3%	-9%	8%	0%
- Nc1ccc2c(c1)C/C(=C/c1ccco1)C2=O
→ -16%	-6%	-22%	-27%	-1.9%	-4%	?	1%
- O=C(C1CCCCC1)N1CCC(CO)(Cc2ccccc2Cl)CC1
→ 32%	3%	-1%	-3%	2.5%	5%	4%	10%
- O=C(Nc1nnc(-c2ccccc2Cl)o1)c1ccco1
→ -6%[46.1 µM]	3%	-2%	3%	-0.8%	-16%	5%	6%
- Cc1cc(CN(C)Cc2c(C(=O)N3CCCCCCC3)nc3ccc(Cl)cn23)n[nH]1
→ 9%	-6%	-3%	-2%	0.0%	1%	0%	1%
- COc1ccc(S(=O)(=O)N2CCC(C(=O)N3CCCCCC3)CC2)cc1
→ -4%[46.1 µM]	-6%	0%	-18%	2.0%	11%	-1%	3%
- O=C(CS(=O)c1cccc(C(F)(F)F)c1)Nc1ccc(Cl)cc1Cl (stereo unspecified)
→ -16%[46.1 µM]	-10%	3%	?	-0.9%	-20%	1%	-5%
- Cc1ccc(-n2nc(C(=O)N3CCN(c4cccc(C(F)(F)F)c4)CC3)c3c4ccccc4n(C)c3c2=O)cc1
→ .	-13%	-1%	-4%	0.5%	10%	.	.
- CCc1ccc(S(=O)(=O)c2nnn3c2nc(Nc2ccc(NC(C)=O)cc2)c2sccc23)cc1
→ .	-16%	-2%	?	?	-1%	.	.
- CSc1nn2cc(CCN3CCOCC3)c(-c3ccc(F)cc3)nc2c1C#N
→ -12%	-2%	0%	0%	2.4%	-4%	30%	-14%
- CCC(=O)Nc1ccc(C(=O)CSc2nc3ccc(C)cc3[nH]2)cc1
→ 3%	3%	-26%	-26%	-1.1%	6%	1%	6%
- Nc1nnc(SCC(=O)OCc2ccc(Cl)c(Cl)c2)s1
→ 30%	?	4%	-9%	0.0%	3%	1%	-6%
- O=C(O)c1ccccc1C(=O)N1CCN(c2ccccc2)CC1
→ 2%[46.1 µM]	5%	1%	10%	-6.2%	-20%	17%	4%
- COc1ccc(CC2(CO)CCN(C(C)Cc3ccc(Cl)cc3)CC2)cc1 (stereo unspecified)
→ 10%	-10%	-7%	-6%	-0.2%	2%	10%	9%
- CN1CCN(C(=O)CCC(=O)O)CC1
→ 5%	8%	-2%	-1%	0.7%	-1%	17%	3%
- CCOC(=O)C1=NN(C(C)=O)C2(CC(=O)N(c3cc(C)cc(C)c3)C2=O)C1 (stereo unspecified)
→ 8%	3%	-3%	-1%	-1.9%	3%	7%	8%
- COc1ccc(S(=O)(=O)N(CCc2ccccc2)CC(=O)NC(C)C)cc1
→ -10%[46.1 µM]	-8%	-1%	-14%	1.0%	-8%	10%	3%
- CC(C)CC(=O)c1c[nH]c(C(=O)NCCCN2CCOCC2)c1
→ 7%[46.1 µM]	-1%	-2%	-5%	-0.9%	-23%	3%	5%
- CNC(=S)N1N=C(c2ccc(OC)cc2)CC1c1ccccc1Cl (stereo unspecified)
→ -33%	-14%	-1%	-20%	8.7%	7%	1%	-1%
- CCOC(=O)C1(CCOC)CCN(C(C)CCc2ccc(OC)cc2)CC1 (stereo unspecified)
→ -11%	-8%	-1%[53 µM]	-1%	2.9%	-3%[53 µM]	7%	0%
- COC(=O)C1=C(C)N(C)C(=O)NC1c1ccc(O)c(OC)c1 (stereo unspecified)
→ -5%[46.1 µM]	2%	-5%	-4%	0.0%	-1%	-7%	1%
- Cc1cc(Oc2nnnn2-c2ccccc2)ccc1Cl
→ -20%[46.1 µM]	-8%	0%	-23%	-9.0%	-4%	10%	1%
- FC(c1nc2ccccc2[nH]1)C(F)(F)F (stereo unspecified)
→ -4%	4%	1%	-7%	-8.1%	2%	2%	3%
- CCOC(=O)Cc1cc(=O)n2[nH]c(C)c(C#N)c2n1
→ -7%[46.1 µM]	-1%	2%	1%	-1.2%	-5%	1%	4%
- O=C1CCCN1CCCNS(=O)(=O)c1ccc(F)cc1F
→ 10%	-13%	-2%	-8%	0.1%	-1%	3%	4%
- O=C(Cn1ccccc1=O)c1cccs1
→ -16%[46.1 µM]	-2%	0%	0%	9.2%	-10%	4%	-1%
- CCCCCCCCCCCCCCCCCCc1ccc(C(=O)/C=C/C(=O)O)cc1
→ .	-13%	-5%	-6%	-1.6%	3%	0%	5%
- O=C(CC1(O)C(=O)Nc2ccccc21)c1cccnc1 (stereo unspecified)
→ -10%[46.1 µM]	2%	1%	-4%	-1.8%	0%	5%	7%
- COC(=O)c1cc(-c2ccccc2)sc1NC(=O)c1cc(C)on1
→ -2%	10%	2%	-1%	-1.0%	-2%	1%	2%
- CN(C)CCOc1ccc(Cl)cc1C(C)(C)C
→ -17%	11%	-2%	-14%	-6.0%	0%	12%	-11%
- O=C(Nn1cnnc1)c1cc([N+](=O)[O-])cc([N+](=O)[O-])c1
→ 22%	5%	0%	-2%	-1.1%	11%	4%	-1%
- COc1cccc(C2C=C(c3ccc(OC)cc3OC)Nc3nnnn32)c1 (stereo unspecified)
→ -19%[46.1 µM]	1%	-3%	-21%	1.6%	3%	9%	-3%
- NC1=NC[C@H](c2ccccc2)N1CCc1cccc(F)c1
→ -10%	-2%	0%	-4%	0.5%	1%	7%	-12%
- COc1ccc(-n2cnc3c(sc4nccc(N(C)C)c43)c2=O)cc1
→ -22%[46.1 µM]	-10%	2%	-12%	-1.0%	-22%	16%	14%
- COc1cc(NC(=S)NCCCN2CCOCC2)cc(OC)c1
→ 16%	9%	-1%	19%	0.0%	-2%	3%	-5%
- CCOc1ccc(-c2nnn(CC(=O)NCc3ccco3)n2)cc1
→ -12%[46.1 µM]	11%	1%	-2%	8.5%	-1%	-9%	6%

Screening data: PubChem BioAssay, National Center for Advancing Translational Sciences (NCATS)
